Fh CTSL1 inh = cathepsin L1 inhibition, PFM18AAP counter-screen | recombinant F. hepatica cathepsin L1, Z-Leu-Arg-MCA fluorescence | 300,000 compounds, 0.49% hits | AID 1906 | inhibition, % at 5.96 µM;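 active = inhibition above the mean of all tested compounds plus 3 SD, set per screening campaign, cut at about 17% in these data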;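 note: 0% = plate median of test compound wells and 100% = 1 µM Z-Phe-Ala-diazomethylketone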
PP1 inh = counter-screen for PP5 inhibitors: inhibitors of human PP1-alpha; 320,000 compounds, 0.9% hits; AID 2235; inhibition, % at 6.7 µM; purified PP1alpha, OMFP fluorescence; P62136;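 active = inhibition above the mean inhibition of all tested compounds plus 3 SD, computed separately for each screening campaign, cut at about 15% in these data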
Target sequence (P62136 whole entry, looked up): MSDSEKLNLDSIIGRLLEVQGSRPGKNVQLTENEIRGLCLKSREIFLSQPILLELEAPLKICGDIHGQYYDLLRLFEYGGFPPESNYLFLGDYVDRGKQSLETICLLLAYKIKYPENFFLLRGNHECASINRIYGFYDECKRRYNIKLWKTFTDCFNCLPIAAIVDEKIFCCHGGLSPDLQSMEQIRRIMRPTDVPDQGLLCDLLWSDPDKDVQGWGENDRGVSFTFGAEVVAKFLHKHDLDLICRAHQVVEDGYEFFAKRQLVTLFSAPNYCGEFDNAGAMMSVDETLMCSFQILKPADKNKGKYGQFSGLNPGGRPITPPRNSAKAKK
PP5 primary = inhibitors of human protein phosphatase 5 (PP5) | purified PP5c, OMFP substrate fluorescence | AID 1987 | 320,000 compounds, 0.18% hits | P53041 | inhibition, % at 6.7 µM;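 active = inhibition above the campaign's mean inhibition across all tested compounds plus 3 SD, cut at about 9.5% in these data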;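 note: 0% = DMSO only and 100% = 100 µM cantharidin control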
Target sequence (P53041 whole entry, looked up): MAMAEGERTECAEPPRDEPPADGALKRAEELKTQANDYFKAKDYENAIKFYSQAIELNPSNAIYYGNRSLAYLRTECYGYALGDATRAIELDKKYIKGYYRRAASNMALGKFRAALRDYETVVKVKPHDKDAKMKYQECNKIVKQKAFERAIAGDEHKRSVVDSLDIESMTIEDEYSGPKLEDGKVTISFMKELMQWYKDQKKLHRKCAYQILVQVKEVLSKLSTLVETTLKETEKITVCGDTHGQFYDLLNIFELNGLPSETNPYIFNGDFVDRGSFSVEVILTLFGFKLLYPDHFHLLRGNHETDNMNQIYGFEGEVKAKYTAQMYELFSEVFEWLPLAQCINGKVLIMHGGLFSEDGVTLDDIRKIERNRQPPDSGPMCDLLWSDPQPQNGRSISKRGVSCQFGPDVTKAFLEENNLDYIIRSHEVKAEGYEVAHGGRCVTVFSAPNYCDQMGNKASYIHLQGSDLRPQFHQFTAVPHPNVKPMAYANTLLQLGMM
EBNA-1 inhibitor = blocks EBNA-1 binding to DNA; inhibition, % at 14.8 µM; EBNA-1 DNA binding, fluorescence polarization; AID 1950; 300,000 compounds, 0.34% hits; in the data active = inhibition above about 28%
HCV core dimer = blocks dimerization of HCV core protein; TR-FRET GST/Flag-core106 dimerization, 1536-well; inhibition, % at 5 µM; 300,000 compounds, 0.33% hits; AID 1899;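 active = inhibition above the mean of all tested compounds plus 3 SD, set per screening campaign, cut at about 45% in these data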
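System: GST-tagged and Flag-tagged HCV core protein residues 1-106 / Input: core106 proteins, GST 13.5 nM and Flag 17 nM / Buffer or medium: KF-containing HEPES buffer, pH 7.45, DTT, CHAPS, BSA / Probe or stimulus: Eu-anti-GST and XL665-anti-Flag labelled anti-tag antibodies / Schedule: 4 h, 22.5 °C incubation / Technique: TR-FRET 671 and 617 nm emission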
Yeast superoxide = yeast age-related superoxide inhibition as caloric restriction mimetic; AID 2690; superoxide response (% of plate mean), % at 10 µM; 330,000 compounds, 0.18% hits; S. cerevisiae aged cells, superoxide DHE fluorescence; hits give low values;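 active = superoxide response under a set limit, about three screen SD below normal, cut at about 65% in these data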;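 note: yeast aged for seven days with compound at 30 °C before DHE staining; 100% = average MFI of all compound-treated wells on the plate with controls excluded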
ZTA counter = ZTA (EBV) inhibition in EBNA-1 counter-screen. ZTA-DNA binding, fluorescence polarization. AID 2234. P03206. inhibition, % at 11 µM. 320,000 compounds, 0.15% hits; in the data active = inhibition above about 33%
GASC-1 inh = inhibitors of human GASC-1 (JMJD2C) demethylase; Q9H3R0; GST-JMJD2C(1-420) H3K9me3 demethylation, DELFIA europium; inhibition, % at 2.35 µM; 330,000 compounds, 0.069% hits;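 active = more than half of a compound's replicate wells show inhibition beyond 50%, single wells judged on their own value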;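 note: signal counts dimethyl H3K9 product captured on neutravidin plate; 0% = median of DMSO wells and 100% = 0.3 times that DMSO median; strong numbers were not always called active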
TPT1 inhibitor = C. albicans TPT1 enzyme inhibition; AID 1962; 300,000 compounds, 0.81% hits; recombinant caTPT1, FP RNA substrate dephosphorylation; inhibition, % at 5 µM;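 active = inhibition above the mean of all tested compounds plus 3 SD, set per screening campaign, cut at about 24% in these data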;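 note: plate controls were DMSO alone for no effect and ferristatin control at 100 nM for full effect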
Starred values were filed as active, the others as inactive; / = no result given.

Results follow in this order: Fh CTSL1 inh, PP1 inh, PP5 primary, EBNA-1 inhibitor, HCV core dimer, Yeast superoxide, ZTA counter, GASC-1 inh, TPT1 inhibitor
#1 O=S(=O)(Nc1ccccc1O)c1ccc(-c2ccccc2)cc1
  0, 2, 5.0, -2, 7, 83, 15, -5, 1
#2 O=C(NC1CCCN(CCc2ccccc2)C1)C1CCCC1 (configuration not stated)
  -2, -5, 2.5, -3, -4, 110, -7, 3, -2
#3 COc1nc2c(C)cccc2cc1-c1noc(-c2ccco2)n1
  0, -3, -1.2, 9, 14, 89, 11, /, 7
#4 O=C(Nc1ccc(N2CCCC2)cc1)c1ccc2ccccc2c1
  -2, 21*, 1.6, -14, 13, 114, -6, 3, 5
#5 O=C(CSc1nnc(-c2ccccn2)o1)Nc1cccc(Cl)c1
  -3, -3, 1.5, -2, 8, 99, 1, 21, -3
#6 Cc1ccc(NC(=O)C(=O)NCCCN2CC(C(=O)O)CC2=O)cc1 (configuration not stated)
  3, 1, 1.4, 3, -5, 102, 0, -16, -2
#7 Cc1nc(C)c(-c2nnc(-c3cccc(S(=O)(=O)N(C)C)c3)o2)cc1C(=O)NN
  -1, -4, -2.3, -8, 3, 115, 14, 4, 3
#8 Cc1ccsc1/C=C/C1=Cc2c(sc(NC(=O)CSc3n[nH]c(N)n3)c2C#N)C(C)(C)C1
  -2, 17*, 2.9, 19, 77*, 91, 18, -5, 23
#9 COc1ccccc1/C=N/NC(=O)c1ccc(NC(=O)c2ccccc2Br)cc1
  4, 2, 7.6, -3, -1, 94, -32, -6, 1
#10 CCOC(=O)c1cc2occc2n1CCCN1C(=O)c2ccccc2C1=O
  1, 2, 6.6, -13, 1, 119, -15, 7, 9
#11 CN(C)S(=O)(=O)c1cc(NC(=O)C2=COCCO2)ccc1Cl
  /, -3, 3.9, /, /, 93, -2, 3, /
#12 CC(C)Nc1nc(SC(C)C(=O)Nc2ccccc2)nc(N(C)C)n1 (configuration not stated)
  -2, 3, 2.7, -3, -3, 104, -1, 10, 1
#13 COc1ccc(C(=O)CSc2nnc(-c3ccco3)o2)cc1
  -5, 2, 1.0, -9, -7, 91, -3, 13, 4
#14 CCN(CC)CCP(=O)(c1ccccc1)c1ccccc1
  -3, -3, -1.1, 4, 3, 108, 3, -7, 0
#15 O=C(Cc1cccc(C(F)(F)F)c1)OCN1C(=O)c2ccccc2C1=O
  -12, 3, 3.9, 0, -5, 86, -5, -15, 0
#16 CCOC(=O)c1nn(-c2ccc(F)cc2)c(=O)c(C#N)c1C
  2, -4, 1.6, -7, -3, 99, 0, 0, -1
#17 O=C(O)CSc1c2c(nc3cc(C(=O)NCCN4CCOCC4)ccc13)CCC2
  -1, 1, 0.6, 3, -3, 95, 3, 3, -3
#18 CCN(Cc1ccccc1)C(c1ccc(Cl)cc1)c1nnnn1C(C)(C)C (configuration not stated)
  1, 1, 2.9, -14, 0, 84, -6, 8, 0
#19 O=C(CNc1cccc2ccccc12)c1ccc([N+](=O)[O-])cc1
  -2, -1, 0.4, 6, 17, 105, 16, 4, -3
#20 CCCc1cc(=O)oc2cc(O[C@@H]3O[C@H](CO)[C@@H](O)[C@H](O)[C@H]3O)ccc12
  8, 0, 0.7, -16, -8, 98, -15, 10, 2
#21 N#Cc1c(/N=C/c2cc3ccccc3s2)sc2c1CCC2
  -1, 3, 1.6, -7, -2, 75, -1, 8, 6
#22 Cc1cccc(C)c1NC(=O)C(=O)NCCOc1ccc(Cl)cc1
  -2, -1, 4.0, 9, 9, 105, 12, -4, 8
#23 CC(C)(C)NC(=O)COC(=O)C1c2ccccc2Oc2ccccc21
  -5, 4, 4.7, 11, 5, 107, -8, -8, -4
#24 CC(=O)c1cc(NC(=O)c2ccc(C)cc2)c(=O)oc1C
  10, 2, 1.9, -5, 5, 95, -21, 2, 3
#25 COc1ccc(N(CC(=O)NCCSC2CCCCC2)S(C)(=O)=O)c(OC)c1
  2, 0, 3.2, -3, 1, 86, 10, -16, 6
#26 CCCc1nc(C)cc(N2CCN(c3ccccc3)CC2)n1
  -2, -2, 1.2, -13, 0, 102, 1, -15, -6
#27 CCC(C)NC(=O)C1CCN(S(=O)(=O)c2ccc(-n3cnnn3)cc2)CC1 (configuration not stated)
  -4, -4, 1.3, 3, 7, 95, -2, 11, -1
#28 O=C(/C=C/c1cccc(F)c1)N1CCN(c2ccccn2)CC1
  -2, -1, -1.4, -1, 0, 86, -4, 6, -4
#29 Cc1ccc(S(=O)(=O)N(Cc2ccc(F)cc2)Cc2ccco2)cc1
  4, 3, 3.2, -2, 6, 97, 3, -5, -3
#30 O=C(c1cccs1)N1CCN(C(=O)C(c2ccccc2)c2ccccc2)CC1
  -1, 0, 1.4, -11, 8, 117, -9, 4, -1
#31 C=CC1CN(CC(=O)OC)S(=O)(=O)c2ccccc21 (configuration not stated)
  -2, -6, 2.4, -2, -27, 84, -16, 0, -4
#32 COC(=O)[C@H](CCSC)NC(=O)Nc1ccc(C(C)C)cc1
  2, -3, -1.4, 9, -1, 103, 2, 9, 0
#33 CC(OC(=O)c1ccco1)C(=O)NC1CCCC1 (configuration not stated)
  -11, -2, 2.5, -12, -14, 100, 3, -3, 4
#34 O=S(=O)(c1ccccc1)C1(C2CC(c3ccccc3)=NO2)CC(O)C1 (configuration not stated)
  -5, 2, -0.7, 9, 4, 98, 12, 3, 3
#35 CN(CC(=O)N(CCO)Cc1ccccc1)S(=O)(=O)c1ccc2c(c1)c(=O)n(C)c(=O)n2C
  5, 2, 1.9, -12, -10, 106, -3, 25, -3
#36 CC1CCN(c2ccc(NC(=O)c3ccccc3[N+](=O)[O-])cc2)CC1
  0, 0, -2.0, 7, -1, 109, 20, 3, -7
#37 COc1ccc(NC(=O)c2ccccc2S(=O)c2ccccc2C#N)cc1 (configuration not stated)
  3, -3, -1.1, 6, -1, 102, 16, -6, 2
#38 CCC(=O)Nc1ccc(N2CCN(Cc3ccccc3)CC2)cc1
  0, -2, -0.3, 6, -6, 100, -2, 1, -3
#39 O=C(CSc1nc2ccccc2c(=O)n1-c1ccc(F)cc1)Nc1ccc(N2CCOCC2)cc1
  2, -3, 2.0, 1, 8, 111, 8, -23, -5
#40 CCOC(=O)CC1C(=O)NCCN1S(=O)(=O)c1ccc(Br)cc1 (configuration not stated)
  -3, -4, 2.0, -2, 8, 115, 4, -16, -1
#41 COc1ccc(C2CC(c3ccccc3)=NN2c2ccc(Cl)c(C(=O)O)c2)cc1 (configuration not stated)
  9, 4, -1.2, 0, 23, 108, 5, 2, 0
#42 COc1cc(-c2nc3ccccn3c2N)ccc1O
  0, -1, 3.9, 0, -30, 92, -4, -11, 0
#43 O=c1cc[nH]c2c1ccc1cccnc12
  0, -5, 0.6, 5, -11, 91, -3, -6, 4
#44 COc1ccc(C2CC2/C(=N/O)c2ccccc2)cc1 (configuration not stated)
  2, 0, 1.4, -11, 3, 83, -5, 0, 4
#45 N#CC1=C(N)Oc2n[nH]c(-c3ccccc3)c2C1c1cccc(OC(=O)N2CCOCC2)c1 (configuration not stated)
  3, 3, 4.5, 6, -1, 101, 2, /, 1
#46 CCOc1ccc(S(=O)(=O)NC(C)C)cc1C(N)=O
  1, 2, -0.7, 3, 0, 96, -1, 8, -2
#47 CC(C)CN1CCC(=O)N([C@H](COc2ccccc2)Cc2ccccc2)CC1
  -9, 0, 2.9, 7, -3, 112, -6, -5, 2
#48 CSc1ccc(Cl)c(C(=O)OCC(=O)N2CCNC2=O)c1
  /, -2, -0.3, /, /, 99, 5, -2, /
#49 COC(=O)CC(=O)CSc1nc2c(cc1C#N)CCCCC2
  -3, 0, -0.1, -9, 1, 83, -13, -8, 4
#50 Oc1c(Cl)cc(Cl)cc1C=Nc1ccc(N2CCOCC2)cc1
  -2, -5, 0.0, 10, 2, 111, 9, -4, 0

Remaining list, next part.
Results follow in this order: Fh CTSL1 inh, PP1 inh, PP5 primary, EBNA-1 inhibitor, HCV core dimer, Yeast superoxide, ZTA counter, GASC-1 inh, TPT1 inhibitor
#51 Nc1c(Cl)cc(-c2csc(N3CCCC3c3nc4cc(Cl)c(N5CCCCC5)cc4n3CCCO)n2)cc1Cl (configuration not stated)
  6, 17*, 3.7, 6, 1, /, -21, 4, 6
#52 O=C(CCc1c[nH]c2ccccc12)N1CCN(c2ccc(O)cc2)CC1
  -4, -5, 1.3, 0, -2, 103, -13, -5, -1
#53 Cc1cc(C)nc(N(C#N)CC(=O)Nc2ccccc2)n1
  2, -1, 1.4, 3, -1, 98, 22, 2, 2
#54 COc1ccc(Cl)cc1S(=O)(=O)N1CCCC(C(=O)NCc2ccccn2)C1 (configuration not stated)
  -3, 0, -0.3, -4, -2, 90, 5, 7, 0
#55 Cc1ccc(-c2ccc(C)c(N)c2C)c(C)c1N
  -1, 2, -3.2, -8, -1, 88, 1, -3, 1
#56 CC(C)Oc1cccc(C(=O)Nc2ccc(NC(=O)c3ccco3)cc2)c1
  -2, -1, 0.4, -5, 3, 99, 5, 11, -3
#57 CC(=O)c1ccc(NC2=C(N3CCOCC3)C(=O)c3ccccc3C2=O)cc1
  35*, 4, 10*, 0, -8, 126, 4, 5, -1
#58 O=C(CCN1C(=O)c2ccccc2C1=O)Nc1ccc(F)cc1F
  1, -2, 0.0, -9, -3, 85, -6, -6, -2
#59 CCOc1ccccc1C1C2C(=O)N(c3ccccc3)C(=O)C2ON1c1ccccc1 (configuration not stated)
  2, 1, 3.1, -6, 13, 78, -10, 0, 0

Hits appear at their usual frequency, and some 3.1% of all compounds hit somewhere here.
